KB-V1 MDR tox = kills drug-selected multidrug resistant KB-V1 cells; Potency, µM (doses to about 46.1 µM), for the others: at the highest dose activity change, negative = cytotoxicity, actives largely listed as cytotoxic; AID 1347076; actives 3.4% (n = 400,000); KB-V1 MDR cells viability, CellTiter-Glo, 72 h; note: potency is the fitted concentration of half-maximal effect; % is set by controls: 0 for no effect and ±100 for the full control effect; nearly all actives have a fitted effect of over 60% in size
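Cells of the MDR subline KB-V1 are plated, dosed with compound at multiple concentrations, and incubated 72 h at 37 degrees C; CellTiter-Glo is then added and luminescence read after 10 min.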
GLP1R ag = agonists of human GLP-1 receptor. Potency, µM (titrated, usually from 45.6 µM), for inactives: top-dose activation, hits mostly activators. AID 624172. actives 0.007% (n = 380,000). HEK293 GLP-1R CRE-luciferase, luminescence, 4-6 h; cells express a hypersensitive GLP-1R form; note: potency is the fitted concentration of half-maximal effect; % of control where 0% means no effect
Target sequence (P43220 whole entry, looked up): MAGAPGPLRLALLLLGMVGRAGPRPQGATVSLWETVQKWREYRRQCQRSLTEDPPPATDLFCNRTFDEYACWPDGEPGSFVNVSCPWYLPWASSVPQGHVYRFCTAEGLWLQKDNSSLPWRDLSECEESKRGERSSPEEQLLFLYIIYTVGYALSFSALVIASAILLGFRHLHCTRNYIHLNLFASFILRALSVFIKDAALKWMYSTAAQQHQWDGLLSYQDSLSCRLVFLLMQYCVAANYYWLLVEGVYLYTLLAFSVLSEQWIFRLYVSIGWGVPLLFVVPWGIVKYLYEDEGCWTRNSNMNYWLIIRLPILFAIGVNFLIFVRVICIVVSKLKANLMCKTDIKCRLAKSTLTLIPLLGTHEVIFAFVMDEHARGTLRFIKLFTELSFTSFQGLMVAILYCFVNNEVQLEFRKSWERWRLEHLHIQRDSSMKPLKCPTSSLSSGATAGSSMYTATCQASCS
HT1080 IDH1KD tx = kills HT-1080 cells with IDH1 knockdown; AID 686971; HT-1080 IDH1 knockdown viability, ATP luminescence, 48 h; actives 2% (n = 360,000); Potency, µM (top dose mostly 46.1 µM), for inactives: top-dose activity, negative = toxicity, usual class: cytotoxic;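 note: potency is the fitted concentration of half-maximal effect; 0% = DMSO wells and -100% = cell-free medium wells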
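Cytotoxicity counter-line: IDH1KD HT-1080, 48 h, CellTiter-Glo. Curves classed by r2, magnitude and activity.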
D3 antag = blocks the human D3 dopamine receptor | max response, negative = inhibition, % | actives 2.5% (n = 360,000) | AID 652054 | D3R cells, DiscoveRx beta-arrestin luminescence, antagonist mode; hits give low values | P35462; in the data active = max response below about -50%; inconclusive = no clear call, values can overlap the other calls; note: % is set by controls: 0 for no effect and ±100 for the full control effect; mostly tested at two doses, the higher about 12 µM
Target sequence (P35462 whole entry, looked up): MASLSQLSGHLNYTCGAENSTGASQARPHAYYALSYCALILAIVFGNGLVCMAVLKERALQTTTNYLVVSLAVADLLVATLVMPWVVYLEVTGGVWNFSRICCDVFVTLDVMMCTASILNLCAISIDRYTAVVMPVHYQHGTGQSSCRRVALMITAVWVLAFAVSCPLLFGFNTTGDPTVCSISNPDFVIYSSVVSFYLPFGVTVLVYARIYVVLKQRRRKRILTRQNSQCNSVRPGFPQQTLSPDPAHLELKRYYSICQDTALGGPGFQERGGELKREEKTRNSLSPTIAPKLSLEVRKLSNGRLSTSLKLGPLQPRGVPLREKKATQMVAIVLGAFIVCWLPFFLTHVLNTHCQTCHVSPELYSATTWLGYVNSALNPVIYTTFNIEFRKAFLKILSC
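Cells plated overnight at 1500 cells/well, then exposed to library compounds with dopamine controls for 90 minutes at 37 degrees C. DiscoveRx reagent added for 30–60 minutes at room temperature; luminescence read, quantitative HTS format.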
HT1080-NT tox = kills 2HG-producing HT-1080-NT fibrosarcoma cells; Potency, µM (highest dose often 46.1 µM), inactives show top-dose activity, negative = less viability, most hits filed as cytotoxic; actives 1.6% (n = 360,000); HT-1080-NT fibrosarcoma viability, CellTiter-Glo ATP luminescence, 48 h;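 note: NT is the 2HG producing partner of a matched IDH1 knockdown line; potency is the fitted concentration of half-maximal effect; 0% = DMSO-treated cells and -100% = media-only wells without cells; nearly all actives have a fitted effect of over 55% in size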
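Compounds were tested in concentration-response format on HT-1080-NT cells for 48 hours at 37 degrees C. Cell viability came from CellTiter-Glo luminescence; curves were classified by r2, response magnitude and activity.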
KB-3-1 cytotox = KB-3-1 parental cell cytotoxicity; KB-3-1 viability, CellTiter-Glo ATP luminescence, 72 h; Potency, µM (top dose mostly 46.1 µM), for inactives: top-dose activity change, negative = cytotoxic, most hits filed as cytotoxic; AID 1347075; actives 1.4% (n = 400,000); note: potency is the fitted concentration of half-maximal effect; % is set by controls: 0 for no effect and ±100 for the full control effect; nearly all actives have a fitted effect of over 60% in size
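Parental KB-3-1 adenocarcinoma cells in phenol-red-free DMEM with 10% FBS were pin-treated with compounds at several concentrations, incubated 72 h at 37 °C, and viability read by CellTiter-Glo luminescence; concentration-effect curves were fitted after normalization.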
SW480 rereplic = DNA re-replication induction in SW480 cells | Potency, µM (series often up to 46.1 µM), for the others: at the top dose re-replication activation, hits mostly activators | actives 1.8% (n = 340,000) | SW480 DNA re-replication, Hoechst DNA content imaging, 48 h; note: potency is the fitted concentration of half-maximal effect; % of control where 0% means no effect; nearly all actives have a fitted effect of over 55% in size
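250 cells/well; 23 nL cpd via pin tool; 48 hr, 37 C, 5% CO2; Hoechst 40 min; imager read of total nuclear intensity, ex 405/em 500-530 nm.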
IL1B secr inh = inhibitors of inflammasome signaling (IL-1 beta secretion); THP-1 LPS/ATP IL-1B secretion, AlphaLISA, 16 h; hits give low values; actives 4.7% (n = 360,000); activity change, % at 57.5 µM; AID 743279; in the data active = activity change below about -50%; inconclusive = mostly about -30% to -49%; note: % is set by controls: 0 for no effect and ±100 for the full control effect
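THP-1 cells pretreated 1 hr with compounds (up to 57.5 uM final), then stimulated with LPS (250 ng/mL final) plus ATP (1.25 mM final); secreted IL-1B measured by AlphaLISA after 16 hr, decreased signal indicating inhibition.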
D3 ag = activates the human D3 dopamine receptor; P35462; D3R DiscoveRx beta-arrestin cells, luminescence, 90 min; max activation, %; actives 0.58% (n = 410,000); in the data active = max activation above about 30%; note: 0% is about no effect; mostly tested at two doses, the higher about 12 µM
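Agonist mode: compounds and dopamine controls were applied to plated cells for 90 min at 37 degrees C after an overnight attachment at 1500 cells/well. Luminescent read-out followed 30 - 60 minutes at room temperature with DiscoveRx detection reagent.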
Numbers without * were called inactive; i = inactive; ? = inconclusive; nt = not tested or not shown; & = joins results of further samples; [ ] = another dose, or the depositor's remark. Unless noted, calls come from the whole dose curve; as a rule, active = well fitted curve in the direction sought with a large enough effect; inconclusive = small, poorly fitted or top-dose-only effect, or another doubt; inactive = no such curve, though single readings can be large; an effect the other way counts as inactive or inconclusive.

Below each compound: KB-V1 MDR tox	GLP1R ag	HT1080 IDH1KD tx	D3 antag	HT1080-NT tox	KB-3-1 cytotox	SW480 rereplic	IL1B secr inh	D3 ag
1. CCc1nc2ccc(C(=O)N3CCN(C(C)=O)CC3)cn2c1N(CCC(C)C)CCN(C)C
→ -3%	-3%	13%	0	12%	0%	nt	-6	-19
2. O=C(NCC1CCCCC1)c1ccc2sc([C@H]3C[C@H](O)[C@@H](CO)O3)nc2c1
→ -6%	-2%	4%	11	2%	?	nt	39	6
3. Cc1ccc(-c2csc(C(O)c3ccc(F)cc3)n2)cc1C (stereo not drawn)
→ 3%	3%	?	0	?	0%	nt	2	-8
4. Cc1ccc(OCC(=O)Nc2ccc(S(=O)(=O)N3CCOCC3)cc2)c(Br)c1
→ -6%	3%	-14%	?	-10%	-4%	3%	0	-6
5. NS(=O)(=O)c1cc(C(=O)NNC(=O)c2ccc3c(c2)OCO3)ccc1Cl
→ 4%	1%	8%	9	-6%	1%	-1%	15	-5
6. CCOc1ccccc1N(C)C(=O)Cn1ncc2c([nH]c3ccc(C)cc32)c1=O
→ ?	10%	?	-10	?	?	?	-6	16
7. C=CC[C@@H](CC(=O)N[C@H](CO)Cc1ccccc1)C(=O)N[C@H](COC(=O)[C@@H](CC=C)CC(=O)OC(C)(C)C)Cc1c[nH]c2ccccc12
→ ?	0%	?	13	?	?	6%	?	-1
8. O=C1C(Sc2ccccc2)=C[C@@]2(O)CC[C@@H](O)[C@]1(Sc1ccccc1)[C@H]2O
→ -11%	-8%	?	?	?	9%	nt	-80*	-3
9. COc1ccc(C(=O)COC(=O)c2ccc(N(C)C)cc2)cc1
→ -3%	-5%	20%	-6	24%	-4%	?	21	-7
10. C/C(=C\c1ccccc1)CN1CCC(C(=O)N2CCCC(C)C2)CC1 (stereo not drawn)
→ 13%	9%	3%	-22	-2%	1%	-56%[inhibitor]	-4	-6
11. N=c1c(C(=O)NCc2ccccc2)cc2c(=O)n3ccccc3nc2n1Cc1ccco1
→ -22%	-1%	-11%	3	-21%	-23%	16µM*	?	-23
12. CCN1CCc2c(OCC(=O)Nc3ccc(C)cc3)cccc2C1=O
→ -30%	13%	1%	-22	-3%	0%	-19%	-5	6
13. O=C(O)C1[C@H]2C(=O)N(C3CCCC3)C[C@]23C=C[C@H]1O3 (stereo partly drawn)
→ 4%	0%	0%	-10	?	4%	-2%	18	-2
14. CCCc1cc(=O)n2[nH]c(NCc3ccc(OC)c(OC)c3)nc2n1
→ 26%	1%	1%	5	8%	1%	-12%	17	4
15. CN1CCN(S(=O)(=O)c2cccc(C(=O)Nc3nc(-c4ccccc4)cs3)c2)CC1
→ 3.3µM*	2%	0%	?	-5%	?	5%	36	-5
16. COC(=O)c1cccnc1-n1c(=O)c2cccnc2n(Cc2ccc([N+](=O)[O-])cc2)c1=O
→ ?	1%	-1%	-16	-1%	6%	?	0	-3
17. CSc1ccccc1CNc1nc(NCC2CC2)nc2ccsc12
→ -22%	0%	21µM*	2	18µM*	0%	nt	-106*	-1
18. Cc1c(CCC(=O)N[C@@H](CCCNC(N)=O)C(=O)O)c(=O)oc2cc3oc4c(c3cc12)CCCC4
→ 19%	6%	1%	-1	6%	4%	-5%	15	0
19. COc1ccc(Cl)cc1NC(=O)COC(=O)c1cc(NS(=O)(=O)c2cccs2)ccc1O
→ 22%	15%	-17%	17	-1%	2%	-3%	24	-5
20. COC(=O)C[C@H]1CC[C@@H](NC(=O)Nc2ccc(C(F)(F)F)cc2)[C@@H](CO)O1
→ -1%	nt	8%	20	12%	14%	nt	3	-4
21. O=[N+]([O-])c1ccc(N/N=C/c2cccnc2)cc1
→ -28%	1%	7.3µM*	-23	-26%	-1%	?	-17	-7
22. Oc1cc2ccccc2cc1-c1n[nH]c(=S)o1
→ 22%	-10%	-26%	-50*	-14%	-1%	1%	27	-2
23. Cc1ccc2cc(CN(CC3CCCO3)S(=O)(=O)c3c(C)ccc4nsnc34)c(=O)[nH]c2c1 (stereo not drawn)
→ 2%	0%	11%	10	-5%	4%	-1%	17	5
24. Cc1ccc(-n2c(C)cc(/C=N/NC(=O)Cn3c4ccccc4c(=O)c4ccccc43)c2C)cc1
→ -23%	-3%	?	-16	-3%	-18%	12µM*	-10	-7
25. CN1CCN(CCNC(=O)Nc2ccccc2[N+](=O)[O-])CC1
→ 18%	9%	-1%	-2	8%	1%	4%	-10	4
26. Cc1c(NC(=O)Cn2cc([N+](=O)[O-])cn2)c(=O)n(-c2ccccc2)n1C
→ 6%	-1%	27%	1	26%	9%	-13%	11	9
27. CC(=O)c1cccc(NC(=O)C2(c3ccccc3)CC2(Cl)Cl)c1 (stereo not drawn)
→ -29%	7%	-8%	-24	8%	-21%	17%	40	-6
28. C=CCn1cc(C(=O)NCCOC)c(=O)c2cc(S(=O)(=O)N3CCCCCC3)ccc21
→ 0%	9%	-26%	-3	-22%	-27%	-1%	-17	-2
29. Fc1ccc(CNCc2ccco2)cc1
→ ?	-3%	21%	14	12%	24%	-9%	-2	-3
30. Cc1ccc(N2CC(C(=O)Nc3c(C)n(C)n(-c4ccccc4)c3=O)CC2=O)cc1 (stereo not drawn)
→ 23%	-2%	2%	4	4%	-2%	-3%	1	0
31. O=C(NCc1ccccn1)c1cn(CCc2ccccc2)nn1
→ -1%	-4%	9%	-7	6%	0%	3%[9.22 µM]	17	-5
32. O=C(NC(=S)Nc1ccccc1[N+](=O)[O-])c1ccco1
→ 31%	-10%	3%	?	0%	17%	1%	-4	-11
33. Cn1c(=O)cc(SCC(=O)N2CCCC2)c2ccc(Cl)cc21
→ -20%	35%	-15%	21	-2%	6%	-13%	?	-5
34. N/C(=N\OC(=O)CCC1CCCCC1)c1cccnc1
→ 5%	11%	5%	-13	14%	1%	0%	-25	6
35. O=c1c2cc3c(=O)n(CC4CCCO4)c(=O)c3cc2c(=O)n1CC1CCCO1 (stereo not drawn)
→ 0%	-15%	3%	6	9%	-7%	-1%	5	1
36. CC1(C)CC(=O)C(N=Nc2cc(S(=O)(=O)N3CCOCC3)ccc2Cl)=C(O)C1
→ ?	10%	8%	-2	3%	17%	-8%	19	2
37. COc1ccc(CNc2ncnc3c2[nH]c2ccccc23)cc1
→ 13µM*	8%	21µM*	-5	16µM*	-11%	97%	-108*	-5
38. NC1=NC(=O)C(c2ccccc2)(c2ccccc2)S1
→ ?	-7%	15%	-1	1%	3%	-8%	21	7
39. Cc1cccc(NC(=O)c2nc[nH]c2C(=O)N[C@@H](C)C(=O)OC(C)(C)C)c1
→ -25%	8%	-21%	-8	-11%	0%	?	-67*	-11
40. O=C1OC(CCl)CN1Cc1c(Cl)cccc1Cl (stereo not drawn)
→ -4%	-5%	10%	0	16%	5%	-132%[inhibitor]	2	12
41. CCN(CCN1CCCC1)C(=O)C1CCC(=O)N(CCCN2CCOCC2)C1 (stereo not drawn)
→ 5%	-10%	26%	-12	10%	-13%	-8%	i	0
42. Cc1c(Cl)cnc(NC(=O)CSc2nnc3ccccn23)c1Cl
→ 19%	-6%	15%	12	15%	19%	-2%	12	4
43. O=C(NN=Cc1ccc(O)cc1)C(=O)NN=Cc1ccc(O)cc1
→ 13%	0%	-9%	3	-16%	10%	-4%	13	13
44. CNC(=S)N1N=C(c2ccccc2)CC1c1ccc(OC)c(OC)c1 (stereo not drawn)
→ -5%	-2%	3%	-8	1%	-3%	-3%	43	1
45. O=C(CSc1nnc(-c2cccnc2)s1)Nc1ccc(C(=O)O)cc1
→ 0%	0%	0%	0	4%	8%	-1%	10	-8
46. CCn1cc([N+](=O)[O-])c(C(=O)Nc2ccn(Cc3ccccc3F)n2)n1
→ -3%	-12%	-14%	-18	1%[9.24 µM]	0%	-7%	-14	-17
47. O=C(NCCOc1ccc(F)cc1)C1CCC(=O)N(CCCN2CCOCC2)C1 (stereo not drawn)
→ ?	9%	17%	2	11%	26%	?	34	0
48. COc1cc(S(=O)(=O)NCc2ccncc2)ccc1Br
→ ?	6%	-16%	0	?	-29%	-12%	-11	0
49. CCC(=O)n1nc(-c2cccnc2)nc1NCc1ccc(F)cc1
→ -8%&25%	5%	21%	-26	?	-1%&-3%	-3%	0	-10&-1
50. O=C(Cc1cccnc1)N[C@@H]1CC[C@H](CCn2cc(Cc3ccccc3)nn2)O[C@@H]1CO
→ 5%	nt	10%	11	22%	11%	nt	-7	5
51. COc1ccc(C(=O)c2[nH]c(N)c(C(=O)NCCc3c[nH]c4ccccc34)c2-c2ccc(Cl)c(F)c2)cc1
→ -18%	-4%	21µM*	31	?	?	nt	-17	4
52. O=C(NC1CCCCC1)c1ccc(-c2ccc(Cl)cc2)o1
→ 0%	26%	?	1	18µM*	-25%	?	-76*	-6
53. Cc1ccc(Cl)cc1N1CCN(C(=O)C2CCC(=O)N(C3CCCCCC3)C2)CC1 (stereo not drawn)
→ ?	2%	?	-23	-8%	-25%	5%	30	-5
54. COc1ccccc1NC(=O)c1ccc(NC(=O)CSc2ncn[nH]2)cc1
→ 0%	0%	4%	-10	-3%	5%	-5%	0	2
55. CN(C)/C=N/c1cc(=O)[nH]c(=O)n1C
→ 0%	-8%	18%	10	8%	18%	-3%	11	1
56. CCc1cccc(C)c1NC(=O)CCCN1C(=O)CN(C)C1=O
→ -7%	-18%	3%	-3	1%	0%	-2%	-8	-6

A second format for some results above:
#54 COc1ccccc1NC(=O)c1ccc(NC(=O)CSc2ncn[nH]2)cc1
#49 CCC(=O)n1nc(-c2cccnc2)nc1NCc1ccc(F)cc1

| Compound | 54 | 49 |
| --- | --- | --- |
| KB-V1 MDR tox | 0% | -8%&25% |
| GLP1R ag | 0% | 5% |
| HT1080 IDH1KD tx | 4% | 21% |
| D3 antag | -10 | -26 |
| HT1080-NT tox | -3% | ? |
| KB-3-1 cytotox | 5% | -1%&-3% |
| SW480 rereplic | -5% | -3% |
| IL1B secr inh | 0 | 0 |
| D3 ag | 2 | -10&-1 |
